HCV inh: blocks hepatitis C virus; 340,000 compounds, 3.4% hits; Huh7.5.1 HCVcc-Cre infection, luciferase reporter, 44 h; Potency, µM (top dose mostly 41.8 µM), without a hit: at the top dose activity change, negative = inhibition, usual class: inhibitors; AID 651820; note: potency is the fitted concentration of half-maximal effect
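Whole-lifecycle infectious HCVcc-Cre system; cells 1,000/well, compound then virus (~0.5 moi) added 4 h after plating, 44 h culture. Luciferase read 15 sec following 15 min substrate incubation, room temp.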
FBPA Giardia inh: blocks Giardia fructose-bisphosphate aldolase activity | A8B2U2 | purified Giardia FBPA | Potency, µM (doses to about 59.6 µM), for the others: top-dose activity, negative = inhibition, actives largely listed as inhibitors | 290,000 compounds, 0.71% hits; note: potency is the fitted concentration of half-maximal effect; nearly all actives have a fitted effect of over 55% in size
Target sequence (A8B2U2 whole entry, looked up): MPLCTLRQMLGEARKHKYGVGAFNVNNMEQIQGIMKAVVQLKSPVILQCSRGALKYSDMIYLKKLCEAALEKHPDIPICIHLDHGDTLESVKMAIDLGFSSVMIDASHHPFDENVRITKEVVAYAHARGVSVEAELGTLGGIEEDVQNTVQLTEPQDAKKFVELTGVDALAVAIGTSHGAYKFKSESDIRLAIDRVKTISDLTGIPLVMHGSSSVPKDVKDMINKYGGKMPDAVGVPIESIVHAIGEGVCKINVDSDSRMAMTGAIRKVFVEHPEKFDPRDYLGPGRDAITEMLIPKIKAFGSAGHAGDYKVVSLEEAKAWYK
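40 nM FBPA preincubated 10 min at RT with compound (up to 57.5 uM final), then substrate plus GAPDH/TPI/NAD/arsenate coupling and diaphorase/resazurin added. Fluorescence read after 20 min at RT, 525/598 nm.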
HCMV antiviral: inhibitors of human cytomegalovirus | 410,000 compounds, 4.5% hits | activity change, negative = inhibition, % at 57.5 µM | HFF cells, HCMV-luciferase reporter, 72 h; stronger effect = lower value; in the data active = activity change below about -60%; inconclusive = no clear call, values can overlap the other calls; inactive = above about -39%
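Two-dose cell screen: HFF monolayers treated with compounds and infected with luciferase-expressing HCMV at 1 PFU/cell, 72 h at 37C, then lysed for luciferase measurement.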
Sm TGR inh: S. mansoni TGR enzyme inhibition; purified TGR, DTNB reduction, TNB absorbance 405 nm; 360,000 compounds, 3% hits; Potency, µM (titrated, usually from 114 µM), inactives show at the highest dose activity change, negative = inhibition, usual class: inhibitors; Q962Y6; note: potency is the fitted concentration of half-maximal effect; nearly all actives have a fitted effect of over 60% in size
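TGR 20 nM + NADPH 100 uM (dispensed conc.), cpd preinc 15 min RT; start with NADPH (500 uM addition) then DTNB (15 mM addition). Kinetic TNB absorbance, 405 nm filter. Four-parameter Hill fit across titration.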
AMA1 RON2 block: disrupts binding of P. falciparum AMA1 to RON2. AlphaScreen AMA1-biotinylated RON2 peptide binding. Potency, µM (doses to about 58.2 µM), for inactives: top-dose activity change, negative = inhibition, usual class: inhibitors. 360,000 compounds, 0.2% hits. AID 720542;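 note: potency is the fitted concentration of half-maximal effect; 0% = vehicle wells and -100% = peptide control; nearly all actives have a fitted effect of over 45% in size; some results filed as inactive show a strong effect at the top dose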
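AMA1 (3D7) with his tag at 25 nM final met compounds first, then biotinylated RON2 peptide at 25 nM; detection used donor plus acceptor beads, 10 µg/mL apiece, read by AlphaScreen after 30 min at room temperature.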
AmpC detergent: blocks E. coli AmpC beta-lactamase in detergent assay | AmpC hydrolysis of nitrocefin, absorbance 480 nm, 0.01% Triton | P00811 | Potency, µM (titrated, usually from 114 µM), for the others: at the highest dose activity change, negative = inhibition, actives largely listed as inhibitors | 370,000 compounds, 0.041% hits | AID 485294;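 note: potency is the fitted concentration of half-maximal effect; 0% = no-compound wells and -100% = no-enzyme wells; nearly all actives have a fitted effect of over 25% in size; some results filed as inactive show a strong effect at the top dose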
Target sequence (P00811 whole entry, looked up): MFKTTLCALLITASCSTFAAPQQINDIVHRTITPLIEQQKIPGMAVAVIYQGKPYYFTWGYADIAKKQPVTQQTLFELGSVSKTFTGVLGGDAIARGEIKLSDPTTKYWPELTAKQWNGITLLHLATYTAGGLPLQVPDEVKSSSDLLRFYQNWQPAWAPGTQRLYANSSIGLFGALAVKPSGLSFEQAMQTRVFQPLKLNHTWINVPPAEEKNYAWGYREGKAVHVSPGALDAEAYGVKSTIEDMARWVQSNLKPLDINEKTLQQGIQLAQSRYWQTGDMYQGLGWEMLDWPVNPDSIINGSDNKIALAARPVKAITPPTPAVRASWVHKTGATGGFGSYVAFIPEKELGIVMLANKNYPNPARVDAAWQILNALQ
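20 mM phosphate pH 7.0 + 0.01% (detergent screen) or 0.0001% Triton X-100; 5.3 nM AmpC reagent; cpd preinc 15 min RT; nitrocefin (800 uM stock) to start; A480 q20 s × 4 min; Activity was normalised to no-enzyme and no-compound control wells.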
An asterisk follows results filed as active; ? = inconclusive; . = not tested or not shown; & = joins results of further samples; [ ] = another dose, or the depositor's remark. Unless noted, calls come from the whole dose curve; as a rule, active = well fitted curve in the direction sought with a large enough effect; inconclusive = small, poorly fitted or top-dose-only effect, or another doubt; inactive = no such curve, though single readings can be large; an effect the other way counts as inactive or inconclusive. Unless noted, % is set by controls: 0 for no effect and ±100 for the full control effect. Compounds were not picked by outcome, and some 9.3% of all compounds hit somewhere here.

SMILES | HCV inh | FBPA Giardia inh | HCMV antiviral | Sm TGR inh | AMA1 RON2 block | AmpC detergent
CC(C)(C)OC(=O)CC[C@@H](C(=O)N1CCN(C(=O)OC(C)(C)C)CC1)n1cc(C(CO)NC(=O)OC(C)(C)C)nn1 (some centres not stated) | -1% | 3% | 25 | -1% | -5% | 4%
CN1CCN(C(=S)C(=O)Nc2ccc(Br)cc2)CC1 | 8% | 5µM* | -2 | . | 0% | -8%
CC(=O)Nc1cccc(-c2nc3ccccc3s2)c1C | 9% | 0% | 2 | . | 0% | -2%
O=C(COC(=O)c1ccccc1F)NC(=O)NC1CCCC1 | 3% | . | 2 | 3% | 0% | 0%
CCCCCCSc1nsc(NC(C)=O)n1 | -9% | 7% | 28 | -20% | -3% | ?
C[C@H](CO)N1C[C@H](C)[C@@H](CN(C)S(C)(=O)=O)Oc2ccc(NC(=O)C3CC3)cc2C1=O | 0% | . | -12 | . | 4% | .
Cc1cc(C(=O)COc2ccccc2[N+](=O)[O-])c(C)n1-c1cccc(S(=O)(=O)N2CCOCC2)c1 | ? | -6% | -89* | -1% | -5% | -10%
CCCCOc1cccc(C2/C(=C(\O)c3ccc4c(c3)OCCO4)C(=O)C(=O)N2CCN2CCOCC2)c1 (configuration not stated) | 12% | . | -3 | -20% | 1% | 1%
CC(OC(=O)c1ccccc1C(=O)N(C)c1ccccc1)C(=O)Nc1ccc(C(N)=O)cc1 (configuration not stated) | -7% | . | -19 | -7% | 1% | -3%
Cc1cc2c(cc1C)N(Cc1ccc(Cl)cc1)C1=NCCCN12 | ? | . | ? | . | -25% | .
O=C(NCc1ccccc1)c1cc(S(=O)(=O)N2CCC3(CC2)OCCO3)ccc1F | -3% | -7% | -13 | 0% | 0% | -2%
S=C(Nc1ccccc1Cl)N(CCCN1CCOCC1)Cc1ccco1 | 4% | 8% | 16 | -4% | -1% | -16%
COc1ccc(C(c2sc3ncnn3c2O)N2CCN(c3ccccc3F)CC2)cc1OC (configuration not stated) | 0% | 10% | 16 | -15% | 81%[activator] | ?
O=C1CCCC2=C1C(c1cccs1)n1ncnc1N2 (configuration not stated) | 7% | -2% | -9 | -9% | 6% | -5%
COc1ccc(-c2[nH]nc3c2C(c2ccncc2)C(C#N)=C(N)O3)cc1 (configuration not stated) | -1% | -15% | -12 | -13% | -5% | ?
COc1ccc(-c2cnc3c(-c4ccc(F)cc4)cnn3c2N)cc1 | 4% | 9% | 88 | -34% | 13% | 2%
NC(N)=NS(=O)(=O)c1ccc(N/C=C/C(=O)c2ccc(Cl)c(Cl)c2)cc1 | ? | 3% | ? | -22% | -7% | -1%
Oc1ccc(C[C@H]2CNCCN2CCc2cc(C(F)(F)F)cc(C(F)(F)F)c2)cc1 | ? | . | 12 | 0% | -4% | ?
CCOC(=O)C1C(=O)CC(O)(c2ccccc2)CC1c1ccccc1 (configuration not stated) | -23% | 16% | 8 | -9% | 0% | ?
O=C1N[C@@H](Cc2ccccc2)C(=O)N2[C@H]1C[C@]1(Br)c3ccccc3N(S(=O)(=O)c3ccccc3)[C@H]21 | 3% | . | -27 | 22µM* | 19% | ?

Next part:
SMILES | HCV inh | FBPA Giardia inh | HCMV antiviral | Sm TGR inh | AMA1 RON2 block | AmpC detergent
Cc1ccc2[nH]c(=O)c(-c3noc(C(C)C)n3)cc2c1 | -1% | 1% | 3 | 0% | 10% | ?
O=C(O)c1ccc(OS(=O)(=O)c2ccc(Cl)s2)cc1 | 14% | . | -18 | -13% | 10% | -3%
CCOC(=O)c1ccc(NC(=O)N2CCc3ccccc3C2)cc1 | ? | -1% | ? | -13% | 0% | -3%
Cc1cc(NC(=O)Cn2ccc([N+](=O)[O-])n2)no1 | 24% | 2% | -33 | -10% | -1% | -9%
C=CCc1cc(Cl)ccc1OCCCNC(C)CC (configuration not stated) | 13µM* | -18% | ? | -20% | 2% | 1%
Nn1c(Cc2ccccc2)n[nH]c1=S | 21% | -16% | -25 | -1% | 43%[activator] | -5%
Cc1csc(NC(=O)c2cnccn2)n1 | 24% | 3% | 44 | -7% | 27% | -3%
COc1ccc(NC(=O)CCCCCN2C(=O)c3ccccc3C2=O)c(OC)c1 | -16% | -2% | 23 | -7% | -1% | 5%
Cc1cccc(NC(=O)CSc2nnc([C@@H](N)Cc3c[nH]c4ccccc34)o2)c1C | -4% | -9% | 9 | 0% | 64%[activator] | -7%
NS(=O)(=O)c1ccc(CCNc2nccn(-c3cccc(C(F)(F)F)c3)c2=O)cc1 | . | . | -11 | 35% | . | 1%
Cc1ccc(S(=O)(=O)c2ccc(C)cc2)cc1 | 24% | -8% | 15 | 3% | 4% | -3%
O=C(CN1CCN(c2cccc(C(F)(F)F)c2)CC1)Nc1cccc(C(F)(F)F)c1 | 11% | ? | 38 | -7% | ? | -12%
O=C(Nc1ccccc1)N1CCN2C(=O)c3ccccc3C12c1ccccc1 (configuration not stated) | -19% | 0% | -29 | -24% | -2% | -8%
CC(C)c1ccc(S(=O)(=O)N2CCN(C(=O)CCNC(=O)Nc3ccccc3)CC2)cc1 | -5% | . | -13 | -8% | 1% | ?
Cc1ccccc1N1CC(=O)Nc2c(oc3nc(-c4ccccc4)cc(C)c23)C1=O | ? | 7% | -21 | -6% | 0% | 0%
Cc1nn(C(C)C(=O)NCC2CCCO2)c(C)c1[N+](=O)[O-] (configuration not stated) | 1% | 0% | -27 | 5% | -7% | -3%
CCCc1nc2oc3c(Cl)ncnc3c2c2c1CCCC2 | -21% | 4% | 11 | 6% | -24% | -10%
Cc1cccnc1NC(=O)CNC(=O)C12CC3CC(CC(Cl)(C3)C1)C2 | ? | . | -14 | 38%[activator] | -1% | 4%
COC(=O)COc1ccc(-c2nccc(-c3ccccn3)n2)cc1 | 4% | -24% | ? | 3% | -7% | -10%
Cc1cccc(COc2ccc(/C=N/NC(=O)c3nnn(-c4nonc4N)c3COc3ccc(F)cc3)cc2)c1 | ? | -2% | 2 | 7% | -10% | -4%

Limited to HCV inh, for some of the entries so far:
SMILES	HCV inh
Nn1c(Cc2ccccc2)n[nH]c1=S	21%
CCCCOc1cccc(C2/C(=C(\O)c3ccc4c(c3)OCCO4)C(=O)C(=O)N2CCN2CCOCC2)c1 (configuration not stated)	12%
O=C(NCc1ccccc1)c1cc(S(=O)(=O)N2CCC3(CC2)OCCO3)ccc1F	-3%

(cont.)
SMILES | HCV inh | FBPA Giardia inh | HCMV antiviral | Sm TGR inh | AMA1 RON2 block | AmpC detergent
Cn1c(=O)c2c(ncn2CC(=O)Nc2nccs2)n(C)c1=O | 22% | -5% | 14 | 8% | -16% | 4%
CC(C)NC(=O)c1cnn2c1NC(c1cccs1)CC2C(F)(F)F (configuration not stated) | 2.8µM* | 2% | ? | 4% | 18% | ?
CC(=O)Nc1ccccc1NC(=O)COc1cccc2ccccc12 | -8% | . | 26 | -12% | -3% | -4%
O=C(NCC1CCCO1)c1cc(-c2ccc(Cl)cc2Cl)on1 (configuration not stated) | -1% | . | 137 | -12% | 11% | -6%
O=C1c2oc3ccccc3c(=O)c2C(c2cccc(F)c2)N1CCCO (configuration not stated) | 2% | 0% | 39 | 15% | 1% | -14%
Cc1ccc(NC(=O)C2CCCN(S(=O)(=O)c3ccc4c(c3)oc(=O)n4C)C2)cc1Cl (configuration not stated) | . | . | 14 | 2% | . | -3%
CCCCn1c(N)c(N(Cc2ccccc2OC)C(=O)C(C)Oc2ccc(Cl)cc2)c(=O)[nH]c1=O (configuration not stated) | -23% | . | 58 | 0% | -20% | 1%
COc1ccc(/C=C/c2nc(-c3ccccc3)cc(=O)[nH]2)cc1 | -6% | 1% | -7 | -21% | -10% | 1%
O=C(C[C@H]1C[C@H](C(=O)N2CCCCC2)[C@@]2(CCc3ccccc3)c3[nH]c4ccc(Cl)cc4c3CCN2C1=O)NCc1cccc(C(F)(F)F)c1 | -3% | . | 5 | . | 11% | .
CCN(CC(=O)NCCCN1CCOCC1)S(=O)(=O)c1cc(Cl)ccc1Cl | 6% | -2% | -6 | 6% | -2% | -10%
COc1ccc(NC(=O)c2ccc3c(=O)n4nc(Nc5ccccc5C)sc4nc3c2)cc1 | . | . | 0 | -1% | . | -8%
O=C(Nc1ccc2oc(-c3cccc4ccccc34)nc2c1)c1ncn[nH]1 | -3% | 1% | 96 | -26% | 100%[activator] | -2%
COc1cc2cnc(Cl)nc2cc1OC | -14% | ? | -2 | 0% | -4%[11.6 µM] | -1%
O=C(c1ccccn1)c1conc1C(=O)c1ccc(Br)cc1 | 26% | -8% | 25 | 0% | 2% | -3%
O=C1CCCN1c1cc(Cl)ccc1Cl | 2% | 3% | 4 | 1% | -1% | 2%
CCCNC(=S)Nc1ccc2nc(-c3ccccn3)c(-c3ccccn3)nc2c1 | -9% | ? | -21 | 13µM* | -2% | 6%
N#C/C(=C\c1ccc(OCCN2CCOCC2)cc1)C(=O)Nc1ccccc1F | 8% | . | -13 | 0% | -4% | 3%
Cc1ccc(S(=O)(=O)N(C)C)cc1NC(=O)CSc1nc2ccccc2[nH]1 | -4% | -17% | -2 | -2% | 2% | ?
CCCCNCc1cc(Br)c(OCc2cccs2)c(OC)c1 | ? | 5% | -32 | 0% | -9% | -1%
COc1ccc2oc(-c3ccc(C)c(NC(=O)c4ccc(-c5ccccc5[N+](=O)[O-])o4)c3)nc2c1 | . | . | 58 | -3% | . | -1%

New compounds follow.
SMILES | HCV inh | FBPA Giardia inh | HCMV antiviral | Sm TGR inh | AMA1 RON2 block | AmpC detergent
CCCOc1cccc(C2C(C(=O)c3ccco3)=C(O)C(=O)N2CCN(CC)CC)c1 (configuration not stated) | 2% | -19% | -3 | ? | 5% | -14%
Cc1ccc(S(=O)(=O)Nc2cc3c(C(=O)OCc4ccccc4)c(C)oc3c3ccccc23)c(C)c1 | . | . | 19 | -3% | . | 10%
CCN1CCN(c2cc(C)nc(-c3ccccc3O)n2)CC1 | ? | -6% | ? | -2% | 20% | 3%
CCOC(=O)c1c(NC(=O)C2(C)Cc3ccccc3C(=O)O2)sc2c1CCCC2 (configuration not stated) | ? | 2% | -77* | -9% | -2% | -3%
CC(C)OC(=O)CC1C(=O)NCCN1C(=S)NC(=O)c1ccccc1Cl (configuration not stated) | 20% | ? | -35 | 5% | 36%[activator] | 6%
O=C(CSC1=NCCS1)Nc1ccc(F)cc1 | -7% | -7% | -30 | -2% | 76%[activator] | 4%
COc1cccc2sc(=NC(=O)c3ccc(S(=O)(=O)N4CCCCC4)cc3)n(C)c12 | . | . | 15 | -4% | . | 2%
CCOC(=O)N1CCN(c2nc(-c3ccc(OC)cc3)no2)CC1 | 13µM* | 0% | ? | -29% | 4% | ?
CN1CCN(c2ccc(NC(=O)c3ccc(Oc4ccccc4)cc3)cc2)CC1 | ? | 4% | -37 | 7% | -28% | -9%
Cc1ccc2c(c1)c1c(n2CC(O)CN2CCCCC2C)CCCC1 (configuration not stated) | ? | 5% | 0 | 5% | -20% | 7%
COC(=O)c1ccc2c(c1)c(C#Cc1ccccc1)c(-c1ccccc1)n2C | ? | -3%[89.2 µM] | 14 | . | 72%[activator] | .
Cc1c(C(=O)N2CCN(c3ccccc3)CC2)sc2nc3n(c(=O)c12)CCC3 | 1% | -9% | 0&4 | -3%&-3% | 5% | -4%&-9%
Cc1c(C(=O)OCC(C)C)[nH]c2c1C(=O)CC(c1ccco1)C2 (configuration not stated) | ? | -10% | -77* | ? | 12% | -9%

Screening results from PubChem BioAssay.
